Assay outcomes (PubChem)
TGFb inhibitor = qHTS for Inhibitors of TGF-b. HepG2 CAGA-GFP TGF-b/SMAD3 reporter, GFP fluorescence, 18 h; TGF-beta stimulated, 500 pg/mL final. 410,000 compounds, 1.2% hits. Potency, µM (titrated, usually from 46.1 µM), inactives show at the top dose activity, negative = inhibition, hits mostly inhibitors. AID 588855, 2011; also: potency is read from the fitted curve at half-maximal effect; % is scaled to controls: 0 for no effect and ±100 for the full control effect; nearly all actives have a fitted effect of over 65% in size
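Per well, imaged GFP fluorescence of HEPG2 CAGA-GFP cells gives the signal; cells get compound, then TGF-beta (500 pg/mL final), 18 h at 37 degrees C; %Activity versus -TGF-beta and +DMSO controls.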
Akt phos inh = HTS Assay for Inhibitors of Akt Phophorylation: Primary Screen. Neuro2A IGF-stimulated pAkt S473 HTRF, 20 min; active compounds read low. activity change, % for hits at 50 µM. 360,000 compounds, 0.32% hits; in the data active = activity change below about -80%; inconclusive = mostly about -51% to -80%; also: % is scaled to controls: 0 for no effect and ±100 for the full control effect
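Neuro2A cells (4,500/well, DMEM with 0.5% FBS) were treated with compound at a single 50 µM final concentration, stimulated with 6 nM IGF for 20 min at 37 °C, and lysed. Phospho-Akt Ser473 was read by HTRF as 665/615 ratio ×10^4.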
Nrf2 activator = qHTS of Nrf2 Activators; AREc32 ARE-luciferase reporter (MCF7-derived line), luminescence, 24 h; 410,000 compounds, 0.31% hits; Potency, µM (doses to about 46.1 µM), without a hit: at the top dose activation, usual class: activators; also: potency is read from the fitted curve at half-maximal effect; % of control where 0% means no effect; nearly all actives have a fitted effect of over 65% in size
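ARE-driven firefly luciferase activity in AREc32 cells measured after a 24 hr compound exposure at 37 deg C, using Steady-Glo reagent and a 30 min room-temperature hold.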
EPAC2 ag = qHTS for Agonist of cAMP-regulated guanine nucleotide exchange factor 4 (EPAC2): primary screen; 360,000 compounds, 0.079% hits; EPAC2 activation, biochemical qHTS; response scale: 100% = 6.5 mM cAMP response; Potency, µM (series often up to 154 µM), for inactives: at the top dose activation, actives largely listed as activators; also: potency is read from the fitted curve at half-maximal effect; nearly all actives have a fitted effect of over 50% in size
Target sequence (Q8WZA2 whole entry, looked up): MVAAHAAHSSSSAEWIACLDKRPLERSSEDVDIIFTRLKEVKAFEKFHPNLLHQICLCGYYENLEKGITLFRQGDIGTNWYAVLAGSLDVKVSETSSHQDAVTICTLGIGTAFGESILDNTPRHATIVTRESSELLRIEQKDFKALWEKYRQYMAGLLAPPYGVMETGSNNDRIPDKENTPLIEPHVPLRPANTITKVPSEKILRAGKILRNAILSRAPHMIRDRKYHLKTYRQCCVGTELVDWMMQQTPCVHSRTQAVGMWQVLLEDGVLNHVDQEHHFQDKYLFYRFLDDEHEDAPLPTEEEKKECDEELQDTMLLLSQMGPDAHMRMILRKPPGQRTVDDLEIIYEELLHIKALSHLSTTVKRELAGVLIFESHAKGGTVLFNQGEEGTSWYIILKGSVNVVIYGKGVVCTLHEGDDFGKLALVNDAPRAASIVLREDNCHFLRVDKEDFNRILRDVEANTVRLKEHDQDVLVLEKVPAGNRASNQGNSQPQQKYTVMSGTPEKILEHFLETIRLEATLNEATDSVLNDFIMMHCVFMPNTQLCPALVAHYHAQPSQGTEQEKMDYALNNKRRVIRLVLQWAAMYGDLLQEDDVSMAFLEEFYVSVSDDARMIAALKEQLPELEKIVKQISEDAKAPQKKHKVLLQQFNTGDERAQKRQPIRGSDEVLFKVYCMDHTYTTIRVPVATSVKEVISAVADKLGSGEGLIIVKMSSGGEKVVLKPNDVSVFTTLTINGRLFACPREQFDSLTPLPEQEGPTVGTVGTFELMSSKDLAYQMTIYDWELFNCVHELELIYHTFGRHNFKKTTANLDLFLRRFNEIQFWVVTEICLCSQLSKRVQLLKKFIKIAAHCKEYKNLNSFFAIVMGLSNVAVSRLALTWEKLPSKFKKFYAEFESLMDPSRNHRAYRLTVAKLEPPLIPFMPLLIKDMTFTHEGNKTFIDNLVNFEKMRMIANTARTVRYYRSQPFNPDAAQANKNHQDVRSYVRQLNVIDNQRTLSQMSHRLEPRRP
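Readout is BODIPY fluorescence (480 nm excitation, 540 nm emission), which falls as labeled GDP is exchanged off Rap1B. EPAC2 at 100 nM acted on 250 nM RAP1B-BODIPY-GDP with 50 uM GDP present.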
Nrf2 inh = Nrf2 qHTS screen for inhibitors. A549 ARE-Fluc reporter, luciferase luminescence, 18-24 h. Potency, µM (series often up to 46 µM), without a hit: at the top dose activity change, negative = inhibition, usual class: inhibitors. 360,000 compounds, 2.1% hits. AID 504444, 2011; also: potency is read from the fitted curve at half-maximal effect; % is scaled to controls: 0 for no effect and ±100 for the full control effect; nearly all actives have a fitted effect of over 60% in size
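Nrf2 function is reported as luminescence of an ARE-controlled luciferase in A549 cells. Compounds were tested at several concentrations, and a CellTiter-Fluor read on the same wells flagged cytotoxicity.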
A549 viability = Nrf2 qHTS screen for inhibitors: counterscreen for cytotoxicity. AID 504648, 2011. Potency, µM (titrated, usually from 46 µM), for the others: top-dose activity change, negative = cytotoxicity, most hits filed as inhibitors. 390,000 compounds, 0.16% hits. A549 ARE-Fluc cells, CellTiter-Fluor viability, 18-24 h; also: potency is read from the fitted curve at half-maximal effect; % is scaled to controls: 0 for no effect and ±100 for the full control effect
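A549 ARE_Fluc cells in 5% FBS OPTI-MEM were exposed to compounds in concentration-response for 18-24 h at 37 deg C. Viability was read by CellTiter-Fluor fluorescence (Ex 405/Em 525) after 30 min, before the luciferase read.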
CCT modulator = High-Throughput Screening for Modulators of Cytosolic Chaperonin Activity. purified chaperonin ATPase assay, HTRF ADP detection, 30 min. activity change, % (test concentration not listed), hits read low. 360,000 compounds, 0.3% hits. AID 651819, 2012; in the data active = activity change below about -30%; also: % is scaled to controls: 0 for no effect and ±100 for the full control effect
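ATPase activity: ADP formed was measured by HTRF Transcreener (665/615 nm ratio) after 30 min at 37 deg C with 10 uM ATP. Compounds screened at one 76 uM concentration against 40 or 20 nM TRiC in Tris pH 7.4/KCl/MgCl2/DTT buffer.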
EPAC2 antag = qHTS for Antagonist of cAMP-regulated guanine nucleotide exchange factor 2 (EPAC2): primary screen; Rap guanine nucleotide exchange factor 4 (Homo sapiens), Q8WZA2; Potency, µM (highest dose often 114 µM), without a hit: at the top dose activity, negative = inhibition, hits mostly inhibitors; AID 720708, 2013; 360,000 compounds, 0.18% hits; EPAC2 GEF exchange of Rap1B-BODIPY-GDP, fluorescence; also: potency is read from the fitted curve at half-maximal effect; % is scaled to controls: 0 for no effect and ±100 for the full control effect; nearly all actives have a fitted effect of over 45% in size; many of its hits are not listed in these tables
Mm-Cpn inhibitor = Inhibitors of TCP-1 ring complex (TRiC) of Methanococcus maripaludis (MmCpn): qHTS. Potency, µM (series often up to 76.9 µM), without a hit: top-dose activity, negative = inhibition, hits mostly inhibitors. 330,000 compounds, 0.031% hits. Chaperonin Mm-Cpn (Methanococcus maripaludis). purified Mm-Cpn ATPase, ADP Transcreener TR-FRET; also: potency is read from the fitted curve at half-maximal effect; % is scaled to controls: 0 for no effect and ±100 for the full control effect; nearly all actives have a fitted effect of over 80% in size
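Eu-cryptate anti-ADP/ADP-d2 competition gives a ratio inversely related to ADP. Enzyme at 25 nM was pre-exposed to compound for 10 min, then given 10 uM ATP for 30 min, 37°C throughout.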
Starred values were filed as active, the others as inactive; i = inactive; u = inconclusive; x = not tested or not shown; & = joins results of further samples. Unless noted, calls follow the shape of the dose curve; as a rule, active = well fitted curve in the direction sought with a large enough effect; inconclusive = small, poorly fitted or top-dose-only effect, or another doubt; inactive = no such curve, though single readings can be large; an effect the other way counts as inactive or inconclusive.

Every second line gives: TGFb inhibitor	Akt phos inh	Nrf2 activator	EPAC2 ag	Nrf2 inh	A549 viability	CCT modulator	EPAC2 antag	Mm-Cpn inhibitor
> Cc1nc(SCC(=O)N(C)Cc2ccco2)c2c(C)c(C)sc2n1
→ u	i	14.5%	16.2%	u	-2.0%	3.1	-7.0%	-2.8%
> CCN(CC)C(=O)CN(C)S(=O)(=O)c1cccc2nsnc12
→ 0.8%	i	-0.6%	2.6%	20.5%	11.9%	-2.2	18.7%	1.2%
> CN(C)CCCNc1nc2cc(-c3ccccc3)sc2c(=O)n1C
→ -3.0%	i	3.7%	9.6%	x	x	0.7	28.7%	x
> Cc1ccc(S(=O)(=O)N(C)C)cc1NC(=O)Nc1ccccc1F
→ 2.2%	i	2.0%	-4.4%	-9.8%	-0.1%	0.3	-3.1%	-1.0%
> Cc1ccc(-c2ccc(=O)n(CC(=O)Nc3cccc(C(=O)N4CCN(C)CC4)c3)n2)cc1
→ -9.6%	x	-0.1%	3.9%	x	-3.8%	0.6	14.8%	-0.7%
> O=C(COC(=O)c1c2ccccc2cc2ccccc12)Nc1ncc(C(F)(F)F)cc1Cl
→ u	i	-0.3%	-14.1%	8.9%	0.7%	-4.1	-0.6%	0.0%
> Cc1ccc(NC(=O)CSCC(=O)N(C)Cc2ccc(Cl)c(Cl)c2)cc1
→ -8.9%	i	-0.1%	-0.6%	0.7%	0.3%	-1.3	-0.8%	-0.3%
> CN1C(=O)CC(c2ccccc2)C1=O (configuration not stated)
→ 2.1%	i	-0.9%	-12.6%	20.9%	-7.6%	0.3	5.1%	-1.2%
> CCN(CC(=O)Nc1ccc(C)c(F)c1)CC(=O)NC(C)C
→ -24.4%	i	-0.3%	7.5%	u	4.7%	-6.3	3.4%	-2.6%
> C=CCN1c2ccccc2[C@]23C[C@@H](C(=O)OC)N(C(C)=O)C2=NC(C(=O)OC)=C(C(=O)OC)[C@H]13
→ -24.9%	i	0.3%	-2.4%	5.9%	-7.3%	-2.4	2.2%	-0.1%
> O=C(NCCCN1CCOCC1)c1cc(-c2ccco2)nc2ccccc12
→ -19.8%	i	4.7%	10.8%	3.6%	-0.4%	-4.4	-3.6%	-4.1%
> CC(=O)NN1C(=O)/C(=C\c2ccc(O)cc2)SC1=S
→ 11.9%	i	3.5%	6.8%	-3.4%	-2.6%	4.8	-10.9%	-4.6%
> CC1(C(=O)O)COC(c2ccc([N+](=O)[O-])cc2)OC1 (configuration not stated)
→ -17.7%	i	-0.7%	6.0%	5.6%	-0.1%	-0.3	-1.7%	-0.3%
> CCN(CC)CCNCc1cc(Br)ccc1OCC(=O)NCc1ccccc1
→ -0.5%	i	-1.6%	-0.3%	5.5%	22.6%	-3.1	10.6%	0.7%
> COc1cc2c(cc1O)CC[C@@H]1[C@@H]2CC[C@]2(C)[C@@H](O)CC[C@@H]12
→ -6.8%	i	-0.4%	-1.2%	9.2µM*	-11.8%	-3.0	-14.3%	2.3%
> CCc1ccc(NC(=O)Cn2nc(C)c([N+](=O)[O-])c2C)cc1
→ -12.2%	i	-0.1%	6.4%	-28.6%	1.0%	-0.1	5.9%	-0.6%
> COc1cc(C(c2c(C)[nH][nH]c2=O)c2c(C)[nH][nH]c2=O)ccc1OCc1ccc([N+](=O)[O-])cc1
→ -12.3%	i	13.1%	3.2%	17.4%	2.3%	0.9	-8.7%	1.1%
> Cc1cccc(NC(=O)Cn2c(=O)n(CC3CCC(C(=O)NCCc4ccccc4)CC3)c(=O)c3ccccc32)c1 (configuration not stated)
→ -17.3%	x	-0.9%	x	u	-13.5%	x	x	x
> O=C(Nc1nc(-c2ccc(S(=O)(=O)N3CCCC3)cc2)cs1)C1COc2ccccc2O1 (configuration not stated)
→ 7.2%	i	1.8%	7.1%	x	-1.9%	-11.7	-2.8%	u
> COc1c(N)c2ccccc2[nH]c1=O
→ 5.6%	i	0.1%	11.0%	-16.8%	-5.4%	-2.5	3.4%	0.1%
> CCN1CCN(C(=O)CN(CC)S(=O)(=O)c2ccc(Cl)cc2)CC1
→ -0.3%	i	0.4%	4.3%	x	-2.8%	-0.7	9.0%	x
> COc1ccc(C2=COc3ccccc3C(=O)N2)cc1
→ 9.5%	i	8.8%	7.1%	27.9%	-2.6%	-1.7	1.7%	0.5%
> CC(C(=O)NCCN1CCOCC1)c1ccc([N+](=O)[O-])cc1 (configuration not stated)
→ -12.4%	i	-0.9%	9.7%	-4.6%	6.5%	1.3	6.2%	-1.8%
> COc1cc(NC(=O)c2cccs2)c(OC)cc1NC(=O)CCC(=O)Nc1ccc2ncccc2c1
→ u	i	0.5%	-4.9%	5.8µM*	-2.8%	-5.3	-0.1%	0.9%
> CC(OC(=O)/C=C/c1ccco1)C(=O)NC1CCCCC1C (configuration not stated)
→ -6.6%	i	0.1%	0.8%	13µM*	-7.5%	0.7	0.7%	-1.3%
> COc1cnc(-c2ccccc2)c(-c2ccccc2)n1
→ -3.8%	i	-0.7%	15.0%	4.1%	10.8%	-0.7	u	x
> CCCSc1ccc([C@H]2N[C@@](Cc3ccccc3)(C(=O)OC)[C@H]3C(=O)N(CC)C(=O)[C@@H]23)cc1
→ -1.8%	i	-0.5%	10.6%	u	-7.5%	1.1	-2.8%	0.6%
> Cc1ccc(S(=O)(=O)NCC(=O)N2CCC(C)CC2)cc1
→ -21.2%	i	-0.2%	8.0%	12.6%	0.6%	0.1	-9.6%	-2.4%
> Cc1ccc(NC(=O)c2cnc(SCC(=O)NCC3CCCO3)n(C)c2=O)cc1C (configuration not stated)
→ 0.9%	i	-0.1%	-13.3%	5.0%	-16.0%	0.7	u	-13.9%
> CCN(CC)CCN(Cc1cc2cc3c(cc2[nH]c1=O)OCCO3)C(=S)NC
→ 0.0%	i	1.8%	9.5%	0.6%	19.1%	-7.4	6.8%	1.8%
> COc1ccc(OCc2cccc(C(=O)Nc3cc(C)on3)c2)cc1
→ u	i	-2.0%	1.6%	u	-4.9%	-2.0	3.7%	-2.2%
> O=C(O)COc1ccc(S(=O)(=O)N2CCCC2)cc1
→ -9.1%	i	-0.1%	6.6%	0.0%	0.1%	-0.8	7.0%	0.8%
> COc1ccc(-c2csc(N(CC3CCCO3)C(=O)c3ccc(C)cc3)n2)cc1 (configuration not stated)
→ u	i	0.2%	-6.1%	u	-12.8%	0.4	7.8%	-5.1%
> Cc1nc(N/C(N)=N/S(=O)(=O)c2ccc([N+](=O)[O-])cc2)nc2ccccc12
→ 8.1%	i	-1.4%	9.6%	1.0%	6.2%	-1.2	1.6%	-0.6%
> C(=NN=C1c2ccccc2-c2ccccc21)c1ccc2c(c1)OCO2
→ 2.9%	i	14.3%	3.0%	14.8%	-21.1%	-1.3	-4.9%	x
> CCOC(=O)C(=O)NN=C(c1ccccc1)c1ccccc1
→ 25.2%	i	0.3%	4.6%	3.2%	-2.7%	-1.5	-1.5%	-8.7%
> CCOC(=O)c1c(NC(=O)Cn2c(C)nc3ccccc32)sc2c1CCC2
→ -10.2%	i	-0.2%	-27.7%	5.8µM*	-3.9%	1.2	-0.9%	-0.7%
> COC1C/C(=N\O)C2OC(c3ccccc3)OCC2O1 (configuration not stated)
→ -6.0%	i	0.1%	-0.3%	u	13.5%	0.4	8.8%	-2.3%
> Cc1ccc(C(=O)Nc2nnc(S(=O)(=O)N3CCCCCC3)s2)cc1
→ -2.5%&-1.4%	i	-0.3%&-0.9%	4.1%	u	5.3%&-6.1%	-0.3	0.2%	-7.8%
> Cc1cc(C)n(CC(O)Cn2c3ccccc3c3ccccc32)c(=O)n1 (configuration not stated)
→ 3.4%	i	-0.2%	5.2%	-18.9%	1.2%	-4.0	-5.4%	0.7%
> CSc1cc(-c2ccco2)oc1C(=O)c1ccco1
→ u	i	8.9%	1.1%	-25.3%	-8.1%	-1.3	-17.7%	x
> COc1cc(S(=O)(=O)N(CCc2ccccc2)Cc2cccs2)ccc1-n1cnnn1
→ 19.6%	i	0.3%	6.5%	12.5%	-5.3%	-1.1	0.5%	1.2%
> COc1ccc(CN(CC(=O)NCc2ccccc2)C(=O)c2csnn2)cc1
→ 4.7%	i	-0.3%	5.3%	11.8%	7.4%	-2.5	0.2%	1.8%
> COc1cc(Cl)ccc1OCc1cc(C(=O)N2CCCCCCC2)no1
→ 11.5%	i	-0.1%	12.1%	9.9%	0.6%	-0.4	1.8%	-3.1%
> O=C(CSc1nc2ccccc2[nH]1)N1CCN(C(=O)c2ccco2)CC1
→ 27.6%	i	-0.4%	-1.3%	2.7%	-3.0%	0.7	15.0%	0.3%
> Cc1ccc(C(=O)COC(=O)CNC(=O)Cc2ccccc2)cc1[N+](=O)[O-]
→ -10.2%	i	2.7%	-0.2%	x	-0.7%	-2.3	7.6%	1.6%
> COc1cc(S(=O)(=O)N(Cc2cccc(OC)c2OC)CC2CCCO2)ccc1-n1cnnn1 (configuration not stated)
→ -0.3%	i	0.5%	13.5%	6.3%	0.1%	0.3	0.1%	1.4%
> O=C(O)CSc1nnc(Cn2c(=O)sc3ccccc32)n1-c1cccc(Cl)c1
→ 18.2%	i	0.0%	1.1%	-0.3%	-0.9%	1.5	-2.0%	-2.4%
> COc1cc(COc2ccc(S(=O)(=O)N3CCOCC3)cc2[N+](=O)[O-])ccc1OC(F)F
→ -25.6%	i	-0.5%	4.8%	u	-4.6%	-1.0	-3.8%	x
> O=S(=O)(Nc1ccc2cn[nH]c2c1)c1ccc(Cl)s1
→ -1.1%	i	-0.1%	4.3%	-20.5%	-0.7%	-5.3	-7.2%	0.5%

Only part of the results is shown; count on the stated rates, not on these rows.
